# From PubChem
# IP6K1 inh – Primary qHTS assay for small molecule inhibitors of Inositol hexaphosphate kinase 1 (IP6K1); IP6K1 kinase, ADP-Glo luminescence, 2 h; active compounds read low; 140,000 tested, 0.81% active; Inositol hexakisphosphate kinase 1 (Homo sapiens), Q92551; activity change, % (series mostly up to about 58 µM); AID 1645851, 2021; in the data active means activity change below about -25%
# Target sequence (Q92551 whole entry, looked up): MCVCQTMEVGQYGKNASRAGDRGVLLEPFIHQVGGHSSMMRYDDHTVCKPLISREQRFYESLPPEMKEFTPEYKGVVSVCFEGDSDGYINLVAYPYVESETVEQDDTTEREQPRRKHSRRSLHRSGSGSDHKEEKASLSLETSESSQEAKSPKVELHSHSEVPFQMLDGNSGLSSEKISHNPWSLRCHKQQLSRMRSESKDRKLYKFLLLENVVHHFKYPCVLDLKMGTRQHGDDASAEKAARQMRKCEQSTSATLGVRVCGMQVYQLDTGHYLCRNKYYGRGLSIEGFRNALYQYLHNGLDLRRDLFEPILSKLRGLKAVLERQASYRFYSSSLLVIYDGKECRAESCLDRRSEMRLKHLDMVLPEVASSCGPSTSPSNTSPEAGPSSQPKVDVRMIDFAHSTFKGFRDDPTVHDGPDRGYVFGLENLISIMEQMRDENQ
#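 ADP-Glo luminescence measures ADP made by human IP6K1 during a 2 h RT reaction with ATP/IP6 (mix at 1.3 mM/130 uM); top library doses 57.5 and 19.1 uM final.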
# GPT2 inhibitor – Primary qHTS assay for inhibitors of Glutamate pyruvate transaminase 2 (GPT2); Alanine aminotransferase 2 (Homo sapiens), Q8TD30; Recombinant GPT2, coupled pyruvate oxidase/HRP Amplex Red fluorescence; Potency, µM (series often up to 57.7 µM), inactives show at the highest dose activity change, negative = inhibition, hits mostly inhibitors; 100,000 tested, 0.25% active; further: potency means the concentration at half of the fitted maximal effect; nearly all actives have a fitted effect of over 60% in size; many of its hits are not listed in these tables
#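 Fluorescence read-out: pyruvate from GPT2 turnover coupled to pyruvate oxidase, HRP and Amplex Red (0.2mM ThPP, 0.2U/mL PO and HRP, 50uM Amplex final). Substrates 250uM a-KG, 2mM L-alanine; enzyme 10ng/uL; 30 min RT.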
# SNCA expr inhib – Primary qHTS assay for inhibitors of alpha-synuclein gene (SNCA) expression | HEK-293 SNCA-luciferase knock-in, luminescence, 24 h | Potency, µM (highest dose often 57.2 µM), without a hit: top-dose activity change, negative = inhibition, hits mostly inhibitors | 140,000 tested, 0.17% active | AID 1671194, 2021;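 further: potency means the concentration at half of the fitted maximal effect; plate controls were DMSO cells for no effect and cell-free wells for full effect; nearly all actives have a fitted effect of over 45% in size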
# HEK293 viab – GF-AFC viability counterscreen for inhibitors of alpha-synuclein gene (SNCA) expression. Potency, µM (highest dose often 57.1 µM), inactives show at the highest dose activity change, negative = cytotoxicity, most hits filed as cytotoxic. AID 1671193, 2021. HEK-293-SNCA-luc viability, GF-AFC fluorescence, 24 h. 150,000 tested, 0.12% active;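 further: potency means the concentration at half of the fitted maximal effect; 0% = DMSO-treated cells and -100% = medium-only wells without cells; nearly all actives have a fitted effect of over 30% in size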
#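 HEK-293-SNCA-luc cells (1500/well) plated 24 h, then exposed 24 h to a dilution series; GF-AFC added 30 min at 37C, fluorescence 405/540 nm; normalised to medium-only and DMSO wells, Hill fit.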
# HEK293 tox – Cytotoxic Profiling in HEK 293 Cell Line of Diverse Libraries Using Quantitative High-Throughput Screening | HEK 293 viability, ATP luminescence (CellTiter-Glo), 48-72 h | Potency, µM (series often up to 115 µM), for inactives: at the top dose activity change, negative = cytotoxicity, hits mostly inhibitors | 94,000 tested, 6.6% active; further: potency means the concentration at half of the fitted maximal effect; nearly all actives have a fitted effect of over 60% in size
#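 CellTiter-Glo luminescence (cellular ATP) was read after 48 or 72 hr of compound exposure at 37 degree Celsius. Cells were HEK 293 plated at 250 cells/well.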
# FLuc inh – Firefly luciferase inhibition profiling of diverse chemical library using quantitative high-throughput screening | Luciferin 4-monooxygenase (Photinus pyralis), P08659 | purified P. pyralis luciferase, luminescence, biochemical | Potency, µM (top dose mostly 115 µM), for the others: at the highest dose activity change, negative = inhibition, usual class: inhibitors | 76,000 tested, 2.5% active; further: potency means the concentration at half of the fitted maximal effect; nearly all actives have a fitted effect of over 65% in size
# Target sequence (P08659 whole entry, looked up): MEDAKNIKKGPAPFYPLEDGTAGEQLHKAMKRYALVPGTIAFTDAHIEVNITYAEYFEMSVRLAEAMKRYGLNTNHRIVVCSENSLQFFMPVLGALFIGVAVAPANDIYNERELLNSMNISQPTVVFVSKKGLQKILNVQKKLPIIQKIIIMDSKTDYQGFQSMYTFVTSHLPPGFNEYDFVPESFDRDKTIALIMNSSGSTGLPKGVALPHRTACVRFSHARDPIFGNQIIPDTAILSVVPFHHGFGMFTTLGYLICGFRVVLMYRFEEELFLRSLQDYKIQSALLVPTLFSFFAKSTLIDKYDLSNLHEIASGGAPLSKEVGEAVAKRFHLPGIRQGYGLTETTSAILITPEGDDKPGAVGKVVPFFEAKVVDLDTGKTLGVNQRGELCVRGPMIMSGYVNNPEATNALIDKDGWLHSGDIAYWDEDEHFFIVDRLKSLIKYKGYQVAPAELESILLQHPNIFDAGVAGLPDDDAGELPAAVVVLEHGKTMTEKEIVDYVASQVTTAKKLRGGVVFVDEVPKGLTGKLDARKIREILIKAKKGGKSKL
#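 Purified 10nM P. pyralis luciferase with 10uM D-luciferin and 10uM ATP in 50mM Tris acetate pH 7.5, 10mM Mg acetate, 0.01% Tween-20, 0.05% BSA. qHTS titration; luminescence read by CCD imager.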
# 3T3 cytotox – Cytotoxic Profiling in NIH 3T3 Cell Line of Diverse Libraries Using Quantitative High-Throughput Screening; NIH 3T3 viability, CellTiter-Glo ATP luminescence, 48-72 h; Potency, µM (series often up to 96.7 µM), inactives show at the top dose activity change, negative = cytotoxicity, hits mostly inhibitors; 94,000 tested, 4.3% active; further: potency means the concentration at half of the fitted maximal effect; nearly all actives have a fitted effect of over 55% in size
#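 Cytotoxicity is measured as loss of cellular ATP: NIH 3T3 cells (400/well) are exposed to compound for 48 or 72 hr at 37 °C, then CellTiter-Glo luminescence is imaged after 10 min at room temperature.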
# * = called active by the depositor; i = inactive; ? = inconclusive; · = no result given; [ ] = dose if it differs, or a comment. Unless noted, the call rests on the fitted dose curve; in most records, active means well fitted curve in the direction sought with a large enough effect; inconclusive means small, poorly fitted or top-dose-only effect, or another doubt; inactive means no such curve, though single readings can be large; an effect the other way counts as inactive or inconclusive. Unless noted, on the % scale 0 is the no-effect control and ±100 the full control effect. Only part of the results is shown, so the mix of outcomes need not match the whole.
1) O=C(NCCc1ccccn1)c1ccc2c(c1)N(S(=O)(=O)c1ccccc1)CC2
2) CCN1c2cc(C(=O)Nc3cc(OC)ccc3OC)ccc2C(=O)N2CCCCCC21 (centres undefined)
3) O=C(c1nnn2c1COC(c1ccc(Cl)cc1)C2)N1CCSCC1 (centres undefined)
4) C[C@@]12C(=O)OC(=O)[C@@]1(C)C1CCC2O1
5) O=S1(=O)c2ccccc2N(Cc2ccc(Cl)cc2F)c2ccccc21
6) CC(C)(C)C(=O)Nc1cc(-c2ccncc2)nn1-c1ccccc1
7) CCN(CC)CCCCCCNc1cc(OC)cc2c(C)ccnc12
8) Cc1ccsc1C(=O)N1CCC(n2cnnc2C2CC2)CC1
9) O=C(Cc1c[nH]c2ncc(-c3ccsc3)cc12)NCc1cccnc1
10) Cn1cc(-c2cnc3[nH]cc(CC(=O)Nc4ccccc4Cl)c3c2)cn1

assay / compound	1	2	3	4	5	6	7	8	9	10
IP6K1 inh	-9	11	1	·	-2	4	36	2	-14	-26*
GPT2 inhibitor	i	-15%	i	i	·	-1%[88.5 µM]	i	i	-19%[88.5 µM]	0%[88.5 µM]
SNCA expr inhib	47%[activator]	-42%	175%[activator]	15µM*	6%	4%[87.6 µM]	·	-16%	26%[87.6 µM]	44%[activator][87.6 µM]
HEK293 viab	5%	-9%[12.5 µM]	-8%	?	3%	-13%[87.6 µM]	-27%	-11%	2%[87.6 µM]	6%[87.6 µM]
HEK293 tox	?	?	-2%	·	·	-7%[172 µM]	·	-2%	?	-11%[172 µM]
FLuc inh	?	-12%	?	·	·	·	·	-2%	2%[172 µM]	1%[172 µM]
3T3 cytotox	-19%	?	0%	·	·	-17%[138 µM]	·	i	?	?

11) COc1ccc(-n2cc(CN3CCC(CO)CC3)c(-c3cccc(F)c3)n2)cc1
12) Cc1ccc(S(=O)(=O)NC2(C(F)(F)F)NC(=O)N(CCc3ccccc3)C2=O)cc1 (centres undefined)
13) CCN(Cc1ccccc1)C(=O)Cn1c(=O)n(-c2ccc(Cl)cc2)c(=O)c2c(C)c(C)sc21
14) CCOc1ccc(CC(=O)N[C@@H]2CN(c3ccncn3)C[C@H]2CN(C)C)cc1
15) O=C(CCCc1ccccc1)N1CCN(C(=O)c2nnn3c2COC(c2ccccc2)C3)CC1 (centres undefined)
16) CCOc1ccc(CC(=O)NC2CCN(c3cc(-c4cccs4)[nH]n3)C2)cc1 (centres undefined)
17) CC(C)CC(=O)NC1CCN(C(=O)N2CC3CC(C2)[C@H]2CCCC(=O)N2C3)CC1 (some centres undefined)
18) CC1Oc2ccc(NC(=O)c3c(F)cccc3F)cc2CN(C2CCCc3ccccc32)C1=O (centres undefined)
19) O=C1NCCN2CC3(CCN(C(=O)CCc4ccccc4)CC3)CC12 (centres undefined)
20) O=C(COc1ccccc1)Nc1c(C(=O)N2CCN(c3ccc(F)cc3)CC2)oc2ccccc12

assay / compound	11	12	13	14	15	16	17	18	19	20
IP6K1 inh	18	-7	41	-8	8	-3	13	8	19	6
GPT2 inhibitor	-22%	·	·	-4%	i	?	-11%	?	2%	·
SNCA expr inhib	1%	0%	-31%	2%	15%	?	6%	9%	0%	-7%
HEK293 viab	-4%	-3%	-15%	-4%	1%	-18%	7%	-4%	3%	-21%
HEK293 tox	?	·	·	i	-4%	45µM*	2%	?	5%	·
FLuc inh	3%	·	·	-11%	-3%	7%	-2%	-13%	·	·
3T3 cytotox	79µM*	·	·	-7%	4%	16µM*	-2%	?	-13%	·

# A few values from the entries so far.
# For 3T3 cytotox, compound 17 has the entry -2%
# For 3T3 cytotox, compound 19 has the entry -13%
# For SNCA expr inhib, compound 5 has the entry 6%

# The main list resumes, repeating the 4 entries before the break.
17) CC(C)CC(=O)NC1CCN(C(=O)N2CC3CC(C2)[C@H]2CCCC(=O)N2C3)CC1 (some centres undefined)
18) CC1Oc2ccc(NC(=O)c3c(F)cccc3F)cc2CN(C2CCCc3ccccc32)C1=O (centres undefined)
19) O=C1NCCN2CC3(CCN(C(=O)CCc4ccccc4)CC3)CC12 (centres undefined)
20) O=C(COc1ccccc1)Nc1c(C(=O)N2CCN(c3ccc(F)cc3)CC2)oc2ccccc12
21) N#Cc1cc2c(=O)n(CCc3n[nH]c4c3CCCC4)ccc2[nH]c1=O
22) COC[C@@H]1[C@H](C(=O)Nc2ccc(F)cc2F)CCC(=O)N1C
23) COc1cccc(CC(=O)N2CC(CNc3ccccc3)C3(C2)CN(c2ccccc2)C3)c1 (centres undefined)
24) COCCC(=O)N1CCOc2ccc(CN3CCc4ccccc4C3)cc2C1
25) CCN(c1cc(C)cc(C)c1)S(=O)(=O)c1nnc(NC(=O)c2cccs2)s1
26) COCCN1CC(CO)C2(CCN(Cc3cccc(Cl)c3F)CC2)C1 (centres undefined)
27) Cc1noc2ncnc(NCc3cccc(Cl)c3)c12
28) Cc1ccc(C(=O)Nc2ccc(C(=O)OCc3cc(=O)n4nc(C5CC5)sc4n3)cc2)cc1
29) O=C(NCCCN1CCN(c2ccccc2F)CC1)c1cc2c(Cl)nc3ccccc3c2s1
30) O=C1CCN(C2CCN(Cc3ccccc3)CC2)CCCC(C(=O)NCc2ccccc2)CCN1 (centres undefined)

assay / compound	17	18	19	20	21	22	23	24	25	26	27	28	29	30
IP6K1 inh	13	8	19	6	28	0	10	-4	-6	12	6	-8	-10	-13
GPT2 inhibitor	-11%	?	2%	·	1%[11.5 µM]	i	0%	5%	·	i	·	·	·	i
SNCA expr inhib	6%	9%	0%	-7%	-4%	53%[activator]	-23%	-11%	-9%	?	16%	-10%	?	15%
HEK293 viab	7%	-4%	3%	-21%	1%	3%	-19%	1%	1%	-4%[12.5 µM]	1%	-1%	10%	-3%
HEK293 tox	2%	?	5%	·	i	2%	?	-9%	·	?	·	·	·	-12%
FLuc inh	-2%	-13%	·	·	-7%	2%	-5%	4%	·	6%	·	·	·	8%
3T3 cytotox	-2%	?	-13%	·	3%	-11%	?	-17%	·	?	·	·	·	-13%

31) CNC(=O)C1CCN(Cc2cc3ccccc3n2Cc2cccc(C)c2)CC1
32) Cc1[nH]nc(CCC(=O)N2CCC3(CCC(=O)N(CC4CC4)C3)CC2)c1C
33) CC(=O)N1CCC(Oc2ccc(Cl)cc2C(=O)NCCCN2CCCC2=O)CC1
34) O=C1NCc2ccccc2CC12CCCCN2Cc1ccccc1F (centres undefined)
35) Cc1ncc([N+](=O)[O-])n1C[C@H](O)CN1CCOCC1
36) O=C(NCCc1nc2ccccc2s1)[C@H]1CNC[C@@H](C(=O)N2CCOCC2)C1
37) CN(c1ccccc1)S(=O)(=O)c1ccc(NC(=O)c2nc(S(C)(=O)=O)ncc2Cl)cc1
38) O=C1[C@@H]2C[C@@H](O)CN2C2(CN(Cc3ccccc3)C2)C(=O)N1Cc1ccccc1F
39) O=C(C1CC1)N1CCc2nn(Cc3ccccc3)c(=O)n2CC1
40) CC(=O)NC1(C)CCN(Cc2cccc(-c3ccc4c(c3)OCCN4C)c2)C1 (centres undefined)

assay / compound	31	32	33	34	35	36	37	38	39	40
IP6K1 inh	2	-11	6	-15	9	31	10	-4	-5	30
GPT2 inhibitor	·	i	3%	i	i	-3%	·	-1%[88.5 µM]	2%	-19%[88.5 µM]
SNCA expr inhib	0%	-21%	-20%	?	·	-9%	?	5%[87.6 µM]	-7%	184%[activator][87.6 µM]
HEK293 viab	-6%	-5%	2%	-15%	22%	3%	?	-1%[87.6 µM]	-5%	?
HEK293 tox	·	3%	2%	?	·	-2%	·	i	-4%	?
FLuc inh	·	-8%	2%	·	·	-2%	·	-3%[172 µM]	-15%	22µM*
3T3 cytotox	·	3%	?	?	·	-18%	·	-3%[174 µM]	-10%	89µM*

41) Cc1ccc(C)c(N2CCN(C(=O)Cn3cnc4nc5c(cc4c3=O)CCCC5)CC2)c1
42) CCSc1ncc(Cl)c(C(=O)N2CCN(c3ccc(OC)cc3)CC2)n1
43) COc1ccc(C(=O)N2CCCC2c2nc(CCOc3ccc(F)cc3)no2)cc1 (centres undefined)
44) CCOc1ccc(CC(=O)N2CCC3(CC2)N=C(c2ccc(C)cc2)NO3)cc1
45) CCN1C(=O)c2cccc3c(S(=O)(=O)Nc4ccc(O)c(C(=O)O)c4)ccc1c23
46) O=c1c2nc(-c3ccc(O)c(F)c3)ccc2ncn1-c1ccccc1
47) CN1CCC(NC[C@H]2O[C@@H]3C[C@@H](CC(=O)N4CCC(F)(F)C4)O[C@@H]3[C@@H]2O)CC1
48) CC(C)CNC(=O)c1cc(-c2ccccc2C(F)(F)F)nc2c1cnn2C
49) COc1cccc(N2C(=O)NC(=NC3CCCCC3)C23CCN(Cc2ccc(N(C)C)cc2)CC3)c1
50) N[C@H]1CO[C@H]2[C@@H]1OC[C@@H]2n1cc(-c2ccccn2)nn1
51) O=c1[nH]c(N2CCc3ccccc3C2)nc2c1CCN(Cc1ccc(F)cc1)CC2
52) Cc1cc2oc(C(=O)Nc3ccc(S(=O)(=O)N(C)Cc4ccccc4)cc3)cc(=O)c2cc1C
53) COc1ccc(N2CC(NC(=O)C(c3ccccc3)c3ccccc3)CC2=O)cc1 (centres undefined)

assay / compound	41	42	43	44	45	46	47	48	49	50	51	52	53
IP6K1 inh	6	0	5	-4	-4	-4	2	4	-7	-18	-17	4	40
GPT2 inhibitor	·	·	-23%	2%	·	3%[88.5 µM]	-1%[88.5 µM]	·	i	?	i	·	·
SNCA expr inhib	5%	5%	5%	1%	10%	0%[87.6 µM]	20%[87.6 µM]	·	7%	-13%[87.6 µM]	-2%	-1%	30%
HEK293 viab	5%	10%	?	7%	7%	-5%[87.6 µM]	-5%[87.6 µM]	·	14%	-12%[87.6 µM]	-21%	-3%	-5%
HEK293 tox	·	·	?	6%	·	-15%[172 µM]	2%[172 µM]	?	-24%	126µM*	-25%	·	·
FLuc inh	·	·	2%	2%	·	?	-1%[172 µM]	·	·	-13%[230 µM]	0%	·	·
3T3 cytotox	·	·	-19%	-3%	·	?	i	?	-10%	?	-26%	·	·
